Jurkat NFkB inh = inhibitors of the PMA/ionomycin-induced NF-kB reporter in Jurkat cells; PMA/ionomycin-induced NF-kB luciferase reporter, luminescence; inhibition, % at 4 µM; 330,000 compounds, 0.53% hits; AID 435003; in the data active = inhibition above about 50%
tim10-1 inh = growth inhibitors of tim10-1 mutant yeast. S. cerevisiae tim10-1 ts strain growth, BacTiter-Glo, 24 h. inhibition, % at 20 µM. 330,000 compounds, 2.2% hits;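 active = inhibition of at least 40%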;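 note: mutant grown at 25 °C; 0% = DMSO wells with yeast and 100% = wells holding no yeast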
XBP1 UPR activ = adaptive UPR (XBP1) activation; CHO-XBP1 luciferase reporter, IRE1-XBP1 UPR activation, luminescence; percent of tunicamycin response, DMSO as zero; AID 463104; 330,000 compounds, 0.33% hits; activation, % at 20 µM;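 active = versus positive control, 20 µM dose yields 30% or more activation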;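 note: 100% = tunicamycin at 10 µg/mL and 0% = DMSO only wells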
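Assay system: CHO-XBP1 luciferase reporter cells; Schedule: 6 h treatment, 37 °C; Detection: glow luminescence from Steady-Glo reagent; Benchmarks: high control tunicamycin 10 µg/mL final, low control DMSO vehicle only.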
TIM10 inh = inhibits growth of TIM10 yeast strain; S. cerevisiae TIM10 strain growth, BacTiter-Glo luminescence, 24 h; inhibition, % at 10 µM; 330,000 compounds, 1.4% hits;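 active = inhibition of 40% or more at the single tested concentration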;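 note: wild-type TIM10 isogenic control strain grown at permissive 25 °C; 0% = DMSO yeast wells and 100% = minimal medium wells without yeast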
CHOP UPR activ = apoptotic UPR (CHOP) activation. CHO-CHOP luciferase reporter, luminescence; percent of tunicamycin response over DMSO baseline. activation, % at 10 µM. 330,000 compounds, 0.34% hits;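 active = at 10 µM dose, activation of 40% or more, normalized to positive control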;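 note: 100% = tunicamycin at 10 µg/mL and 0% = DMSO alone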
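Assay system: CHO cells with stable CHOP pathway luciferase reporter; Buffer or medium: F12 plus 10% serum; Times: 16-18 h cell attachment, then 6 h compound exposure, 37 °C; Signal: luciferase luminescence; Read-out basis: percent activation relative to tunicamycin control; Control set: tunicamycin high control, DMSO low control.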
tim23-1 inh = growth inhibitors of tim23-1 mutant yeast | 330,000 compounds, 1.3% hits | S. cerevisiae tim23-1 growth, BacTiter-Glo luminescence, 24 h | inhibition, % at 20 µM;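 active = growth inhibition of the mutant yeast at or above 50%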;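 note: temperature-sensitive mutant grown at 25 °C; plate controls were DMSO-treated mutant yeast for no effect and medium wells lacking yeast for full effect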
Mdm2 MdmX PPI = inhibitors of human Mdm2/MdmX interaction; O15151+Q00987; SaOS-2 split-luciferase Mdm2/MdmX complementation, luminescence; inhibition, % at 8 µM; 330,000 compounds, 3% hits; AID 485346;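 active = inhibition of at least 50% at 8 µM in the primary screen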
Target sequence (O15151 whole entry, looked up): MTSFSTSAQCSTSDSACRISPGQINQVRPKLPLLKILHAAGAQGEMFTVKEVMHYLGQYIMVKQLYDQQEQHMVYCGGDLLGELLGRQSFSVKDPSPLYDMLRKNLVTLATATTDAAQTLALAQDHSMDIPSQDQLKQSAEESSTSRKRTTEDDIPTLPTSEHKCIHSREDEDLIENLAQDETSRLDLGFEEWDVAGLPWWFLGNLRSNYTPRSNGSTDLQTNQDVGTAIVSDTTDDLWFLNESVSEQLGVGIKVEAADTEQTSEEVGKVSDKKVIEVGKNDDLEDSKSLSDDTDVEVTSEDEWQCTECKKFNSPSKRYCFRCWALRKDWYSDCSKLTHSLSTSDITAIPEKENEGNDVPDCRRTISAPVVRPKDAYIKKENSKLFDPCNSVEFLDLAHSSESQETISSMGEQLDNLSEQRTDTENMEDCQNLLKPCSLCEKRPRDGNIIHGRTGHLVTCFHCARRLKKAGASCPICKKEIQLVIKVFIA
Target sequence (Q00987 whole entry, looked up): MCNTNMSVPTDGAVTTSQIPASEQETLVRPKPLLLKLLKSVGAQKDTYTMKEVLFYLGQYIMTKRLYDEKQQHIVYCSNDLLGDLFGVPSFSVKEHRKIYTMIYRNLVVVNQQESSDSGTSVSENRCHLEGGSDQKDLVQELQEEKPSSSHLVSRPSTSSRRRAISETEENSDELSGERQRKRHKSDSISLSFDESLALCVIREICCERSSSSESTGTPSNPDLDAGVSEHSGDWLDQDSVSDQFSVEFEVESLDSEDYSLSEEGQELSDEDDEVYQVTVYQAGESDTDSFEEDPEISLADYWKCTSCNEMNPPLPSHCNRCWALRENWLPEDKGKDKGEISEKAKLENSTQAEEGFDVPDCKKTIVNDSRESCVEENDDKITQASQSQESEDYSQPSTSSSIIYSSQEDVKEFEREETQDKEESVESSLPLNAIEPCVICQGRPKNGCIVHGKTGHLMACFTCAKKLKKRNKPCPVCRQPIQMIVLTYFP
697 NFkB inh = inhibitors of the PMA/ionomycin-induced NF-kB reporter in 697 B cells. 697 B-cell NF-kB luciferase reporter, 16 h. inhibition, % at 4 µM. 330,000 compounds, 0.33% hits. AID 435022; in the data active = inhibition above about 35%
An asterisk follows results filed as active.

SMILES | TIM10 inh | tim10-1 inh | CHOP UPR activ | Mdm2 MdmX PPI | XBP1 UPR activ | 697 NFkB inh | Jurkat NFkB inh | tim23-1 inh
O=C(CN1CCN(CC(=O)c2ccc(F)cc2)CC1)Nc1ccccc1Cl | 4 | 17 | 1.7 | 13 | -1 | -3 | -7 | 24
O=C(CCc1ccccc1)N1CCCC1 | -1 | 3 | 1.3 | 13 | -2 | -3 | 3 | 3
COc1cccc(-c2noc(C3CCCN(C(=O)c4ccccc4OC)C3)n2)c1 (stereo unspecified) | -9 | -19 | 5.8 | -25 | -2 | -23 | -28 | 1
CSc1ncccc1C(=O)OCC(=O)NC(C)(C)C | 2 | -9 | 1.5 | -18 | -4 | 13 | 5 | -2
O=C(NCc1ccccc1)c1ccc(CS(=O)Cc2ccc(Cl)cc2)o1 (stereo unspecified) | 10 | 6 | -0.4 | 0 | 0 | -2 | -12 | 2
Cc1cc(NC(=O)c2ccc3c(c2)C(=O)N(CC(C)C)C3=O)no1 | -17 | -18 | 1.6 | 13 | 1 | 6 | 5 | -4
O=C1COc2ccc(S(=O)(=O)N3CCC(C(=O)NCc4ccccc4)CC3)cc2N1 | 0 | 2 | 1.2 | 10 | -3 | -18 | -2 | -6
S=c1[nH]nc(COc2ccccc2)n1/N=C/c1ccncc1 | 9 | 2 | -1.6 | -14 | 1 | -14 | 6 | 11
COc1cccc(NC(=O)CN(C)C(=O)CCNC(=O)c2ccc(Br)cc2)c1 | -14 | -15 | 1.6 | 11 | -4 | 0 | 10 | -15
CCCCCCCCCCOC(=O)Cn1c(COc2cccc(OC)c2)[n+](C)c2ccccc21 | 10 | -45 | 4.8 | 62* | 21 | 27 | 49 | -30
Cc1nnc(SCC(=O)Nc2cccc(S(=O)(=O)N(C)c3ccccc3)c2)s1 | 13 | 6 | 5.3 | -6 | 0 | -32 | 5 | 20
COCc1cccc(C(=O)NC(c2ccccc2)c2ccccc2)c1 | 16 | 4 | 2.3 | 9 | -5 | 25 | 0 | 24
CCCCNc1nc(NC)nc(Cl)c1SC | 9 | 9 | -2.5 | 10 | 1 | -18 | -12 | 18
NS(=O)(=O)c1ccc(NC(=O)CNC(=O)c2ccc3c(c2)OCO3)cc1 | -2 | -4 | 2.0 | 10 | -1 | -1 | 8 | 1
Cc1nn(C(=O)c2ccco2)c(C)c1Sc1ccc([N+](=O)[O-])cc1 | -12 | -13 | -1.9 | 19 | 0 | -5 | 0 | 2
COc1ccccc1C(O)(C(=O)NN(C(=O)c1ccccc1)c1ccccc1C)c1cccs1 (stereo unspecified) | 2 | 16 | 1.9 | 7 | -1 | 4 | 4 | 16
COc1ccccc1N1CCN(CC(=O)c2ccc(F)cc2)CC1 | 1 | 12 | 4.6 | -30 | 1 | -14 | -21 | 5
COC(=O)c1cc(NC(=O)c2c(-c3ccccc3)noc2C)ccc1N1CCOCC1 | 13 | -3 | 2.4 | 23 | -4 | 12 | -8 | 1
CC1Oc2ccccc2N(Cc2ccccc2Cl)C1=O (stereo unspecified) | -7 | 24 | 3.7 | 33 | 2 | 7 | 11 | -1
O=[N+]([O-])c1ccc(Oc2ccc(S(=O)(=O)Nc3ccccc3)cc2)cc1 | 28 | 29 | -2.2 | 9 | -1 | -27 | 2 | 41
CCCn1c(=O)c(C(=O)Nc2ccccc2C)c(O)c2ccccc21 | -3 | -7 | 2.5 | -16 | -1 | -38 | -15 | 18
O=C(C1CCC(CNS(=O)(=O)c2ccccc2)CC1)N1CCCCC1 (stereo unspecified) | -12 | 3 | 0.8 | -15 | -1 | -2 | -6 | 15
COc1ccc(Cl)cc1C(=O)Nc1cc(=O)n(C)c(=O)n1C | -3 | -13 | -1.1 | -4 | 0 | 1 | -10 | -12
COC(=O)COc1cccc2c(=O)n(CC(=O)Nc3ccc4c(c3)OCCO4)ccc12 | -24 | -8 | 1.1 | -31 | -1 | 1 | 1 | -4
O=C(c1ccc(N2CCCS2(=O)=O)cc1)N1CCN(c2ccccc2)CC1 | 14 | -6 | 0.7 | 24 | 0 | 11 | 6 | 19
COc1ccc(C(=O)N/N=C/C2CC=CCC2)cc1OC (stereo unspecified) | -6 | 15 | 0.5 | 6 | 1 | -7 | 5 | 12
CCS(=O)(=O)NCc1ccc2c(c1)cc(C)n2C | 8 | 15 | -0.8 | -4 | -2 | -11 | 7 | -2
Clc1cccc(Cl)c1C[n+]1ccc2ccccc2c1 | -15 | -15 | 2.0 | 14 | 2 | -46 | 11 | 3
CC1(C)CC2CC(C)(CN2C(=S)NC(=O)c2ccccc2Cl)C1 (stereo unspecified) | 42* | 41* | 1.4 | 18 | 0 | -10 | 11 | 48
C/C(=N/NC(N)=S)c1cc2ccc(O)cc2oc1=O | 9 | 14 | -0.2 | 3 | -3 | 17 | -12 | -4

Reprinted from the part before: three compounds; new compounds follow.
SMILES | TIM10 inh | tim10-1 inh | CHOP UPR activ | Mdm2 MdmX PPI | XBP1 UPR activ | 697 NFkB inh | Jurkat NFkB inh | tim23-1 inh
Clc1cccc(Cl)c1C[n+]1ccc2ccccc2c1 | -15 | -15 | 2.0 | 14 | 2 | -46 | 11 | 3
CC1(C)CC2CC(C)(CN2C(=S)NC(=O)c2ccccc2Cl)C1 (stereo unspecified) | 42* | 41* | 1.4 | 18 | 0 | -10 | 11 | 48
C/C(=N/NC(N)=S)c1cc2ccc(O)cc2oc1=O | 9 | 14 | -0.2 | 3 | -3 | 17 | -12 | -4
O=C(CSc1ccc(Br)cc1)Nc1cccc(S(=O)(=O)N2CCOCC2)c1 | 9 | 5 | 0.8 | 14 | -1 | 0 | -7 | 24
COc1cccc2sc3ccc(C#Cc4ccc(N)cc4)cc3c(=O)c12 | 26 | 35 | 5.0 | -86 | 8 | -40 | -72 | 26
CCc1cc(CNC(=O)CCc2nnc(CCCc3ccccc3)o2)on1 | -16 | 4 | 3.7 | -87 | 0 | -61 | -57 | 6
O=C(O)c1ccccc1Sc1ncnc2sccc12 | 2 | 12 | 4.7 | -22 | 0 | 18 | 3 | 7
CC1CCCC(NC(=O)CNCc2ccccc2F)C1C (stereo unspecified) | 3 | 14 | -0.2 | -29 | 1 | 24 | 4 | 14
CC(CNC(=O)CCCn1ncn2c(cc3occc32)c1=O)c1ccccc1 (stereo unspecified) | 4 | 17 | 1.2 | 12 | 0 | -17 | -3 | 13
COc1cc(NC(=O)c2ccc3c(=O)n(Cc4ccco4)c(=S)[nH]c3c2)cc(OC)c1OC | 10 | 14 | -0.5 | -10 | -3 | 19 | 4 | 5
CCOC(=O)c1ccc(NC(=S)NCCCn2ccnc2)cc1 | 0 | 4 | 1.2 | -10 | -6 | 5 | -1 | -23
CC(=O)c1ccc(N=Nc2ccc(C)cc2)cc1 | 22 | 13 | -1.8 | -77 | -7 | -259 | -76 | 23
O=C(NCc1ccccc1)Nc1cccn(Cc2ccccc2F)c1=O | 14 | 11 | 1.6 | 16 | 0 | -5 | 6 | 4
Cc1ccc(-c2nc(CSCC(=O)N3CCCC3)c(C)o2)cc1 | 1 | 22 | 1.0 | 14 | 0 | -5 | 1 | 24
O=C(Nc1ccc(Cl)cc1C(F)(F)F)C(Sc1cccc[n+]1[O-])c1ccccc1 (stereo unspecified) | -1 | 16 | 0.3 | -4 | 0 | 1 | -1 | 5
Cc1ccc(OCCC(=O)OCC(=O)Nc2ccc(F)cc2)cc1 | 10 | 21 | -0.6 | 12 | -1 | 22 | 4 | 14
COc1cccc(N2CCN(CC(=O)Nc3ccc(S(=O)(=O)N4CCCCCC4)cc3)CC2)c1 | 10 | 23 | -0.3 | -8 | -2 | -3 | 15 | 24
COc1ccc(C2Nc3ccccc3NC3=C2C(=O)CC(C)(C)C3)cc1OC (stereo unspecified) | -5 | 5 | 1.6 | 16 | -7 | 10 | -2 | 0
Cc1[nH]nc(-c2ccc(O)c(C)c2O)c1Oc1ccccc1 | 35 | 7 | 0.6 | 29 | -3 | -8 | -2 | 46
COCCNC(=O)c1sc2ncn(CC(=O)N3CCCCC3)c(=O)c2c1C | -10 | 14 | -0.8 | -2 | -1 | 2 | -1 | 11
Cc1ccc(S(=O)(=O)CNC(=O)c2ccccc2)cc1 | 3 | 9 | 0.0 | 19 | -1 | 9 | 0 | 4
CC(NC(=O)c1cc2cc([N+](=O)[O-])ccc2oc1=O)C1CCCO1 (stereo unspecified) | 6 | 29 | 0.7 | 23 | -1 | -5 | -8 | 45
Cc1ccc(-n2c(SCC(=O)NCC3CCCO3)nc3c(c2=O)SCC3)cc1 (stereo unspecified) | 5 | 21 | 0.6 | -2 | 0 | -4 | -2 | 4
C/C(=N/NC(=O)CNc1ccc(C)cc1)c1ccc(Cl)cc1 | 13 | 24 | -1.0 | 13 | 0 | 11 | 9 | 19
O=C(Nc1ccc(-n2ccnc2P(=O)(O)c2ccccc2)cc1)c1ccccc1Cl | -11 | 4 | 3.2 | -1 | 0 | 16 | 14 | 3
CSc1nnc2c(n1)OC=Nc1ccc(Br)cc1-2 | 3 | -3 | 0.1 | 2 | -4 | 7 | -7 | 27
Cn1c2ccccc2c(=O)c2cc(C#Cc3ccc(N)cc3)ccc21 | 28 | 30 | 0.4 | -58 | 3 | -50 | -27 | 19
O=c1c(Cc2ccc(Cl)cc2Cl)c(O)ccn1Cc1ccncc1 | -12 | -7 | 2.5 | 14 | -2 | 7 | -9 | 4
CCOc1ccc(S(=O)(=O)N2CCN(C)CC2)cc1NC(=O)c1ccccc1F | -11 | 0 | -0.8 | -2 | 4 | -5 | -14 | 17
CCCc1cc(=O)[nH]c(SCC(=O)c2cc(C)n(C(C)COC)c2C)n1 (stereo unspecified) | -1 | 7 | -1.4 | 15 | -3 | 1 | 10 | 17
CCCCC(=O)N1CCN(c2nc(-c3ccc(F)cc3)cs2)CC1 | 6 | -11 | 0.6 | 2 | 0 | -15 | -4 | 2
O=c1nc2n(c3ccc(Br)cc13)CCS2 | -9 | 34 | -0.1 | 2 | 0 | -8 | -10 | 0
CC1CC(C)CN(C(=O)C2CCN(S(=O)(=O)N3CCC4(CC3)OCCO4)CC2)C1 (stereo unspecified) | 13 | 2 | 0.3 | 2 | 0 | -20 | -4 | 4
CC1Nc2ncnc(N3CCc4ccccc4C3)c2N(Cc2ccc(Cl)cc2)C1=O (stereo unspecified) | 24 | 32 | 2.7 | 28 | 4 | 11 | 19 | 38
Cc1cc(NC(=O)CSc2nc3ccccc3n2CC(=O)N2CCCCC2)no1 | -2 | 16 | -0.7 | -7 | -3 | 8 | 6 | -4
Fc1ccc(-c2nc(-c3cccs3)[nH]c2-c2ccc(F)cc2)cc1 | 28 | 14 | 0.8 | 52* | -1 | 11 | -7 | 20
CC(C)c1ccc(Nc2nnc(SCC(=O)NCC3CCCO3)s2)cc1 (stereo unspecified) | 3 | 21 | 1.7 | -9 | -1 | -17 | -52 | 11
COc1ccc(N=C2SC(CC(=O)Nc3ccccc3)C(=O)N2CC2CCCO2)cc1 (stereo unspecified) | 25 | 13 | -0.7 | 8 | -1 | 13 | 13 | 28

Retrieved one by one from the entries so far (two):
SMILES | TIM10 inh | tim10-1 inh | CHOP UPR activ | Mdm2 MdmX PPI | XBP1 UPR activ | 697 NFkB inh | Jurkat NFkB inh | tim23-1 inh
CC(C)c1ccc(Nc2nnc(SCC(=O)NCC3CCCO3)s2)cc1 (stereo unspecified) | 3 | 21 | 1.7 | -9 | -1 | -17 | -52 | 11
Cc1cc(NC(=O)CSc2nc3ccccc3n2CC(=O)N2CCCCC2)no1 | -2 | 16 | -0.7 | -7 | -3 | 8 | 6 | -4
